Mtb BioA inh – M. tuberculosis BioA enzyme inhibitors, primary screen, biochemical, plate reader, single point, HTS. 7,8-diaminopelargonic acid synthase BioA (Mycobacterium tuberculosis). purified M. tuberculosis BioA enzyme. inhibition, % at 9.99 µM. hit rate 0.096% among 360,000. AID 602481, 2012; in the data active = inhibition above about 40%
GDH-TPI inh – GDH-TPI coupling enzyme inhibitors, primary screen, artefact control for M. tuberculosis FBA inhibitor project, biochemical, absorbance, full deck; inhibition, % at 4.8 µM; GDH-TPI coupled enzyme counterscreen, NADH absorbance; hit rate 1.2% among 360,000; in the data active = inhibition above about 30%;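 also: 0% = DMSO wells and 100% = wells lacking the enzyme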
PfHsp40 rescue – rescue of yeast from PfHsp40 toxicity, primary screen, S. cerevisiae, ATP luminescence | AID 504582, 2011 | S. cerevisiae expressing PfHsp40, growth rescue | hit rate 0.68% among 340,000 | growth rescue, % at 12.5 µM; in the data active = growth rescue above about 28%, passing the limit was not always enough;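 also: yeast W303a lacking pdr1 and pdr3 grown in galactose medium; growth measured after three days at 30 °C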
Yp Topo-I inh – Yersinia pestis topoisomerase I inhibitors, primary screen, biochemical, cleavage product accumulation, plate reader, single point. Y. pestis Topo-I cleavage product accumulation. activity, % at 10 µM. hit rate 0.064% among 360,000. AID 504884, 2011; in the data active = activity above about 50%, passing the limit was not always enough; also: inactives centre near 2
TcdB GH inh – TcdB glycohydrolase inhibitors, primary screen, biochemical, single point, plate reader; TcdB glycohydrolase enzymatic assay; hit rate 0.24% among 350,000; AID 652162, 2013; inhibition, % at 9.99 µM; Toxin B (Clostridioides difficile), P18177; in the data active = inhibition above about 10%
BH1578 lux ind – inducers of Vibrio cholerae quorum light production without autoinducers, primary screen, BH1578 luxS cqsA deficient, single point; V. cholerae BH1578 lux reporter, luminescence, 6 h; activation, % at 18.7 µM; hit rate 0.16% among 350,000; AID 588436, 2011; in the data active = activation mostly above about 9.7%, no sharp cut-off; also: not every result past the cut was called active; inactives centre near 0; reference of the scale not given here
FadD28 binding – inhibitors of FadD28 bisubstrate probe binding, primary screen, biochemical, fluorescence polarization, single point; Mycobacterium tuberculosis FadD28 fatty-acid-AMP ligase; inhibition, % at 12.5 µM; hit rate 0.22% among 360,000; in the data active = inhibition above about 8.5%, passing the limit was not always enough
Mtb UGM inh – M. tuberculosis UGM enzyme inhibitors, primary screen, biochemical, fluorescence polarization, single point | UDP-galactopyranose mutase (Mycobacterium tuberculosis (strain ATCC 25618 / H37Rv)), … | purified UGM, fluorescence polarization probe displacement | inhibition, % at 10 µM | hit rate 0.06% among 320,000 | AID 504406, 2011; in the data active = inhibition above about 10%, passing the limit was not always enough
Target sequence (P9WIQ1 whole entry, looked up): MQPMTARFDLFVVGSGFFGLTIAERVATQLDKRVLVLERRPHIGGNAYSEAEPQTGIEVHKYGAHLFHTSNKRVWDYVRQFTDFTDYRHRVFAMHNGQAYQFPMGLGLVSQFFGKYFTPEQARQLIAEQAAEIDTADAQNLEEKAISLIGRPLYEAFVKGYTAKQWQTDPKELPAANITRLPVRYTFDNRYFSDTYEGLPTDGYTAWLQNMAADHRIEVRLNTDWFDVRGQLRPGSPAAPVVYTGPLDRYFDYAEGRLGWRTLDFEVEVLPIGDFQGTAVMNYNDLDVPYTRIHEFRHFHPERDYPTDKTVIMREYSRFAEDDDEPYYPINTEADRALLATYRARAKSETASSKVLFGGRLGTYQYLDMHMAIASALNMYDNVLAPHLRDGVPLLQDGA
Mtb FBA inh – Mtb FBA enzyme inhibitors, primary screen, biochemical, fluorescence, strain H37Rv. inhibition, % at 1 µM. Fructose-bisphosphate aldolase (Mycobacterium tuberculosis (strain ATCC 25618 / H37Rv)), …. purified M. tuberculosis FBA, fluorescence read-out. hit rate 2.3% among 360,000; in the data active = inhibition above about 27%;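 also: 0% = vehicle and 100% = reference inhibitor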
Target sequence (P9WQA3 whole entry, looked up): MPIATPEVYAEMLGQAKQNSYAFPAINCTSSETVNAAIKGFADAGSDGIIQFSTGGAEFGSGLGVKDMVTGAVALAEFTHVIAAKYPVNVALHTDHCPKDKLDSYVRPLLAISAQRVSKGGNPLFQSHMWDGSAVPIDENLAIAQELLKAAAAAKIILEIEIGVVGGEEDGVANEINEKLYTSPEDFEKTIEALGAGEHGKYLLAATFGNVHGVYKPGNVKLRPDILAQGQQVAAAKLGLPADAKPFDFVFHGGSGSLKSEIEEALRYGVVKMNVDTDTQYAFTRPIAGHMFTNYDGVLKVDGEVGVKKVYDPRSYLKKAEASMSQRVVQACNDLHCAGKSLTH
The depositor's hits bear a star; i = inactive; · = no result given; + = active, no number.

SMILES	Mtb BioA inh	GDH-TPI inh	PfHsp40 rescue	Yp Topo-I inh	TcdB GH inh	BH1578 lux ind	FadD28 binding	Mtb UGM inh	Mtb FBA inh
CN1CCN(c2c([N+](=O)[O-])cnc3ccccc23)CC1	-0.2	10	-0.4	0	-4.1	-0.6	-1.2	2.2	-2
CC(=O)N[C@H]1[C@H](OCc2ccccc2F)O[C@H](COC(C)=O)[C@@H](OC(C)=O)[C@@H]1OC(C)=O	-1.7	0	-0.4	-3	0.9	i	-0.1	-0.1	-2
CC1CCN(CC(=O)Nc2nn(-c3ccccc3)nc2C(N)=O)CC1	·	-4	0.7	6	·	-1.1	-2.5	1.1	-2
CC(CNC(=O)CC[C@H]1O[C@@H](n2ccc(=O)[nH]c2=O)[C@H](O)[C@@H]1O)c1ccccc1 (some centres not stated)	-0.3	·	·	·	1.2	·	-1.0	·	-5
CN1CCCN(C(=O)CNC(=O)c2ccccc2F)CC1	-4.6	-1	-0.1	-5	1.0	i	0.2	0.3	6
Cc1ccc(C)n1-c1ccc(N2CCOCC2)nc1	-0.7	21	0.2	-4	-5.7	1.4	0.4	3.1	21
CC(SCc1ccc(C(=O)O)o1)c1ccc(C(=O)O)o1 (configuration not stated)	-1.1	3	-0.3	2	0.1	1.2	0.2	1.3	0
CN1CCN(C(=O)c2cn(C)c3ccc(S(=O)(=O)N(C)C4CCCCC4)cc3c2=O)CC1	-0.9	27	-1.7	-3	0.4	-0.2	-2.7	-2.5	5
CCN1CCC(NC(=O)Nc2ccc(F)cc2)CC1	·	7	-0.4	-7	1.1	i	-1.4	-5.0	1
O=C(NC12CC3CC(CC(C3)C1)C2)C1=COCCO1	-0.1	-7	0.0	2	·	·	0.6	0.5	-2
Cc1c(Br)c(C(F)(F)F)nn1CC(=O)N1CCCC1	0.4	-9	-0.6	-1	·	i	-3.4	6.4	0
COc1ccccc1N1CCN(C2CCCN(C(=O)c3cccc(-c4ccco4)c3)C2)CC1 (configuration not stated)	1.2	5	-0.7	30	-0.9	-1.0	-0.5	-0.2	1
COc1ccccc1CNc1ccc(C(=O)O)cc1	-0.8	-7	2.3	2	·	-2.0	-2.2	1.0	22
CC(C)(NC(=O)NC(CO)c1ccccc1)c1cccc(C(C)(C)NC(=O)NC(CO)c2ccccc2)c1 (configuration not stated)	3.1	-2	0.8	-7	-0.6	-0.5	-3.7	-0.2	0
CC(=O)Nc1ccc(-c2csc(N/N=C\c3ccncc3)n2)cc1	0.6	10	·	-9	0.7	-0.5	-2.3	-1.2	-1
CN(C(=O)c1ccccc1OCc1ccc(Cl)cc1)c1ccccc1	-5.4	2	-0.9	5	1.8	-0.3	-1.7	0.3	0
CC(=O)OCC(=O)Nc1cc(S(=O)(=O)N2CCCCCC2)ccc1Cl	·	6	1.1	0	-0.6	i	-3.8	1.9	1
O=[N+]([O-])c1ccccc1S(=O)(=O)Oc1ccc(/C=N/n2cnnc2)cc1	·	-1	-0.8	-7	·	-0.6	-9.1	2.2	4
COc1cccc(C(NC(C)=O)c2nc(-c3csc4ccccc34)cs2)c1 (configuration not stated)	-1.9	5	·	38	0.9	-0.4	-0.5	·	-4
COc1cccc(C2C(C(C)=O)=C(C)Nc3ncnn32)c1 (configuration not stated)	-2.3	4	-0.3	1	-0.3	i	-1.2	1.0	1
CSc1sc(-c2nnc(SCC(=O)Nc3ccccc3)n2C)c2c1C=CCC2	0.3	0	·	-5	-0.6	i	-5.5	2.3	3
CCc1cc(C(=O)N(CC)CC(=O)Nc2ccc(OC)cc2)sc1C	1.2	-5	0.1	2	1.1	i	0.2	0.0	2
CCCCN1C(=O)NC(c2cccc([N+](=O)[O-])c2)C(C(=O)OCC)=C1C (configuration not stated)	0.3	3	-1.4	-1	3.0	-0.4	-3.8	0.2	0
Cc1ncc(CN2CCCC(C(=O)Nc3ccc(-c4cccc(F)c4)cc3)C2)n1C (configuration not stated)	1.1	2	-1.2	1	2.1	-0.4	-2.1	2.0	-1
O=C(CCN1C(=O)/C(=C/c2ccccc2)SC1=S)NCCCN1CCOCC1	-1.4	8	-0.3	8	4.1	-0.2	0.0	0.0	0
Nn1c(SCC(=O)Nc2ccc(F)cc2)nnc1C1CCCCC1	0.1	17	-0.6	-5	·	-2.1	-0.4	0.2	-2
CCc1cc(CC)c(/C=N/NC(N)=O)c(CC)c1/C=N/NC(N)=O	-0.3	1	1.3	3	1.1	-0.3	-2.4	-0.8	1
CC1(C)Cc2nc(Cl)c(C(=O)O)cc2CO1	-1.2	-7	-2.1	1	-0.6	i	-4.7	0.7	-5
CCOc1ccc2cc(/C=C/C(=O)c3ccco3)c(Cl)nc2c1	·	-1	-0.2	0	·	i	-4.6	2.7	11
Cn1c(C(O)C(O)c2ccccc2)nc2ccccc21 (configuration not stated)	·	3	-1.5	-7	0.5	-0.3	-0.8	-1.0	4

3 consecutive records out of the list so far, quoted:
SMILES	Mtb BioA inh	GDH-TPI inh	PfHsp40 rescue	Yp Topo-I inh	TcdB GH inh	BH1578 lux ind	FadD28 binding	Mtb UGM inh	Mtb FBA inh
CC1(C)Cc2nc(Cl)c(C(=O)O)cc2CO1	-1.2	-7	-2.1	1	-0.6	i	-4.7	0.7	-5
CCOc1ccc2cc(/C=C/C(=O)c3ccco3)c(Cl)nc2c1	·	-1	-0.2	0	·	i	-4.6	2.7	11
Cn1c(C(O)C(O)c2ccccc2)nc2ccccc21 (configuration not stated)	·	3	-1.5	-7	0.5	-0.3	-0.8	-1.0	4

Taken from above:
CC(=O)OCC(=O)Nc1cc(S(=O)(=O)N2CCCCCC2)ccc1Cl in Yp Topo-I inh = 0
O=C(CCN1C(=O)/C(=C/c2ccccc2)SC1=S)NCCCN1CCOCC1 in Mtb FBA inh = 0
CN(C(=O)c1ccccc1OCc1ccc(Cl)cc1)c1ccccc1 in Yp Topo-I inh = 5
CCCCN1C(=O)NC(c2cccc([N+](=O)[O-])c2)C(C(=O)OCC)=C1C (configuration not stated) in BH1578 lux ind = -0.4
Cc1ccc(C)n1-c1ccc(N2CCOCC2)nc1 in Mtb FBA inh = 21

(more compounds)
SMILES	Mtb BioA inh	GDH-TPI inh	PfHsp40 rescue	Yp Topo-I inh	TcdB GH inh	BH1578 lux ind	FadD28 binding	Mtb UGM inh	Mtb FBA inh
O=C(Cn1nnc(-c2ccc(F)cc2)n1)OCC(=O)c1ccccc1	·	-8	0.9	-4	1.1	2.6	-0.5	-1.3	4
Cc1ccc(C(=O)NNC(=O)C2CCN(c3ncccn3)CC2)cc1	0.7	3	-0.5	2	0.9	-0.3	-1.5	-1.7	1
CC(=O)Nc1cccc(-c2nc3ccc(NC(C)=O)cc3[nH]2)c1	3.6	16	-0.1	-8	·	·	-2.3	0.5	+
O=C(CN1C(=O)/C(=C\c2ccc(F)cc2)Oc2ccccc21)NCc1ccco1	0.8	12	0.5	8	·	-0.2	-5.3	·	5
COc1cccc(NC(=O)C2(S(=O)(=O)c3ccc(Cl)cc3)CC2)c1	·	5	-0.2	1	1.8	0.7	-3.7	2.9	0
CCC(CC)c1nnc(NC(=O)[C@@H](NC(=O)c2cccc(C)c2)C(C)C)s1	·	2	-0.3	9	0.5	-0.3	-2.2	0.1	2
Cc1ccc(S(=O)(=O)N/N=C\C=C\c2ccccc2)cc1	·	16	-2.0	-5	-0.2	-13	-2.3	-0.2	-2
COc1ccccc1-n1nnnc1SCC(=O)Nc1cc(C)on1	-0.2	7	0.6	-4	·	-0.5	-0.1	0.0	11
Cc1ccccc1OCCSc1nnc(-c2cccnc2)n1N	·	5	-1.0	-4	0.9	i	-1.8	0.2	-6
Nc1ccccc1NC(=O)CCn1c(=S)[nH]c2ccccc2c1=O	-4.2	8	-0.7	-8	0.2	i	-2.7	0.8	2
C#CC1(O)CCC2C3CCc4cc(O)cc(C)c4C3CCC21C (configuration not stated)	·	5	2.9	-6	2.8	3.8	-1.4	·	3
O=S(=O)(N1CCCCC1)N1CCN(S(=O)(=O)N2CCCCC2)CC1	-0.8	1	-0.1	0	·	-0.3	-4.0	·	-5
CCOc1ccc(S(=O)(=O)N2CCN(Cc3ccccc3)CC2)c2cccnc12	1.6	8	-1.3	-1	·	-1.7	-2.9	2.3	1
CCCCOC(=O)/C(=C/C=C/c1ccccc1)NC(=O)c1ccccc1	-1.9	25	2.0	5	0.3	i	-1.6	3.4	-1
COc1ccc(CNC(=O)C(=O)NCC2CCCN2S(=O)(=O)c2ccccc2)cc1 (configuration not stated)	-0.5	3	-0.2	13	1.2	0.6	-1.9	0.1	-1
Cc1ccc(CSc2nnc(Nc3ccc(C)cc3)s2)cc1	-0.4	2	3.3	3	0.5	0.4	0.9	3.6	7
CC(=O)Nc1ccccc1C(=O)OCc1ccc(F)cc1	·	2	-0.3	10	-0.5	i	-0.7	3.2	0
CN(C)CCC(O)(c1ccccc1)c1ccccc1	·	4	-0.6	2	·	i	-2.3	-0.7	-2
CCOC(=O)Nc1ccc2c(c1)N(C(=O)CCN1CCOCC1)c1ccccc1S2=O (configuration not stated)	-2.6	-2	0.8	-2	·	-0.3	-3.6	-0.6	2
Cc1cccc(CN2C[C@]34CC[C@@H](C[C@@H]3S2(=O)=O)O4)c1	-0.7	10	-1.0	9	·	-0.3	0.6	-1.4	1
Cc1ccc(S(=O)(=O)N2CCOCC2)cc1C(=O)N1C(=O)c2cccc(N)c2C1=O	·	6	-1.9	2	·	i	-0.1	0.6	6
CNCc1ccccc1OCc1ccc(F)cc1	·	9	-0.8	-7	0.6	-0.2	-3.4	0.0	-2
N#C/C(=C\c1c(N2CCC(C(N)=O)CC2)nc2ccccn2c1=O)S(=O)(=O)c1ccc(Cl)cc1	·	11	1.0	7	0.5	-0.9	-3.1	-3.2	-4
S=c1[nH]nc(-c2ccccc2)n1C1C=CCCC1 (configuration not stated)	3.9	16	-0.4	-4	·	-3.8	-2.5	3.9	3
CC(C)Oc1ccc(S(=O)(=O)N2CCOCC2)cc1NC(=O)C1CCCC1	-1.6	-10	0.6	14	0.6	i	·	2.7	-2
CC(=O)OC1CC2OC3C=C(C)CCC3(C)C1(C)C21CO1 (configuration not stated)	0.3	1	·	1	-0.3	-0.3	-1.3	·	-2
Cc1sc[n+](CC(=O)c2ccc(Br)cc2)c1C	-1.1	6	0.1	-1	0.3	i	-1.0	-1.7	-2
O=C(O)/C(=C\c1cccs1)Sc1nnc(-c2ccc(F)cc2)o1	·	25	-0.6	5	3.5	-1.6	-1.1	-2.2	1
CNC(=O)NC(O)C(Cl)(Cl)Cl (configuration not stated)	-1.8	-2	-1.4	-3	-1.5	-0.7	-3.8	-1.3	0
CCOC(=O)C1=NNC2(CC(=O)N(c3cccc(C)c3)C2=O)C1 (configuration not stated)	·	-7	-0.6	-3	1.3	-0.7	-1.0	-1.0	1
CC1(C)C(=O)CC[C@@]2(C)C1=CCC1C2CC[C@]2(C)C(=O)CCC12 (some centres not stated)	·	5	-0.7	-8	2.5	-1.1	-1.1	-0.3	2
CC(=O)Nc1ccc(CN2CCN(C3CCCCC3)C(CCO)C2)cc1 (configuration not stated)	0.0	16	-0.3	12	0.7	i	0.3	0.0	0
N=c1c(C(=O)NC2CCCCC2)cc2c(=O)n3ccccc3nc2n1CCc1ccccc1	-0.1	-5	-0.2	1	-0.1	i	0.3	1.6	47*
CC(=O)N1CCN(c2cc(-c3ccccc3)nc3cc(-c4cccc(Cl)c4)nn23)CC1	1.2	7	·	12	0.9	-0.7	-2.2	·	11
CC(=O)c1c(C)[nH]c(C(=O)CSc2nnc(C)s2)c1C	·	0	-0.5	-1	2.0	-0.5	-2.5	3.3	-1
Cc1ccc2[nH]c3c(c2c1)CN(C(C)C)CC3	-2.1	11	0.1	-12	0.2	i	·	1.1	8
CC12CCC(=O)CC1CCC1C2C(=O)CC2(C)C1CCC2(C)O (configuration not stated)	·	-2	-1.1	0	0.5	·	-3.8	·	-1
